Screens: PubChem, National Center for Advancing Translational Sciences (NCATS)
GLS inh: blocks human kidney-isoform glutaminase activity; 410,000 tested, 0.21% active; AID 624170; Potency, µM (top dose mostly 45.5 µM), for the others: at the highest dose activity change, negative = inhibition, usual class: inhibitors; O94925; GLS enzymatic activity, qHTS titration; further: potency means the concentration at half of the fitted maximal effect; on the % scale 0 is the no-effect control and ±100 the full control effect
Target sequence (O94925 whole entry, looked up, canonical isoform): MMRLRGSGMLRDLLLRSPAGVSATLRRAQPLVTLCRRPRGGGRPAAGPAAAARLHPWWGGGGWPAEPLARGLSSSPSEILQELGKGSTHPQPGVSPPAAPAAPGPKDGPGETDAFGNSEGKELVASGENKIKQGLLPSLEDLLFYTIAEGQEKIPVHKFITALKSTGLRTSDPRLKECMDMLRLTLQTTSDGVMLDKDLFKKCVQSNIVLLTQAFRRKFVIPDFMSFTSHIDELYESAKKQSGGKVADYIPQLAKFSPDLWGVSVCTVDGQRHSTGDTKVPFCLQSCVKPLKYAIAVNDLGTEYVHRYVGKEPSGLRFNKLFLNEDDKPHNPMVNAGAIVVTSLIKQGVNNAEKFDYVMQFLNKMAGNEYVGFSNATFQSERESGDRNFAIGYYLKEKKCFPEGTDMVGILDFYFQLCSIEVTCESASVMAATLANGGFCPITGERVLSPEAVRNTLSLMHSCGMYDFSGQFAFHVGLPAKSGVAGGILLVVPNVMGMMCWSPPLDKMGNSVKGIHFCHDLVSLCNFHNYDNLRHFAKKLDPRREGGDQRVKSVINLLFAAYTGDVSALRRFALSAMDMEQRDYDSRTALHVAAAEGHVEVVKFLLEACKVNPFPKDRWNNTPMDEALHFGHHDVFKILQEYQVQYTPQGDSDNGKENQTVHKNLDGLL
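Read-out is an Amplex red fluorescence increase coupled through glutamate oxidase and HRP, measured before and after 30 min room-temperature incubation. hKGA is in 45 mM KH2PO4 (pH 8.2) with 0.02% Tween-20; glutamine added as 1mM solution.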
PI4K2A block: blocks human PI4K2A kinase activity. purified PI4K2A, ADP-Glo luminescence, 1 h; hits give low values. activity change, negative = inhibition, % at 76.9 µM. 420,000 tested, 0.13% active. AID 1346378; in the data active means activity change below about -50%; inconclusive means mostly about -30% to -49%;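 further: -100% = wells without enzyme as full effect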
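PI4K2A activity was measured by ADP-Glo luminescence: enzyme (4 ug/mL stock) and phosphatidylinositol (1.2 mM stock) in Tris pH 7.5/MgCl2/EGTA/Triton X-100 buffer were reacted with ATP (300 microM stock) for one hour at ambient temperature.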
Pin1 inhibitor: blocks the human prolyl isomerase Pin1 | Q13526 | Pin1 FP peptide displacement, HiFluor488, 10 min | Potency, µM (top dose mostly 115 µM), for inactives: top-dose activity, negative = inhibition, hits mostly inhibitors | 390,000 tested, 0.009% active; active means well fitted inhibition curve with a large enough effect in the polarisation, with a control signal flat, not every such curve was filed as active; inconclusive means small, poorly fitted or top-dose-only effect, or effect the other way, or a change in a side signal; inactive means no such curve, though single readings can be large or run the other way; the % refers to the polarisation; further: potency means the concentration at half of the fitted maximal effect; on the % scale 0 is the no-effect control and ±100 the full control effect
Target sequence (Q13526 whole entry, looked up): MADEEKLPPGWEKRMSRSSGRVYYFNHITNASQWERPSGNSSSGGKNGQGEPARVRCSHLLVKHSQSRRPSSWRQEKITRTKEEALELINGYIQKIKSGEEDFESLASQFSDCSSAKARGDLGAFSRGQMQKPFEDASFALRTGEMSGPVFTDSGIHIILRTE
HP1b binding inh: inhibitors of HP1-beta chromodomain binding to methylated histone tails; Potency, µM (titrated, usually from 114 µM), for the others: top-dose activity change, negative = inhibition, usual class: inhibitors; 390,000 tested, 0.56% active; AlphaScreen HP1-beta / biotin-H3K9me3 peptide binding; P83916; further: potency means the concentration at half of the fitted maximal effect; nearly all actives have a fitted effect of over 70% in size; inactives centre near 23
Target sequence (P83916 whole entry, looked up): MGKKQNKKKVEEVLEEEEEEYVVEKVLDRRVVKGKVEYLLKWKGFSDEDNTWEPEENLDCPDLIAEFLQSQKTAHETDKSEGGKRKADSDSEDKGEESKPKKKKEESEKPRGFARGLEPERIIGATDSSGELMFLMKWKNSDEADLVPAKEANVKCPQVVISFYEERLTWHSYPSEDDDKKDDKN
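Compound inhibition of the preformed complex between 50 nM HP1-beta and 50 nM biotinylated H3K9me3 peptide was read by AlphaScreen. Buffer was PBS pH 7.4 with 0.01% Tween-20. Incubations ran 30 min at room temperature, with 10 ug/mL donor/acceptor beads.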
TrxR1 inh: rat TrxR1 inhibition; O89049; recombinant rTrxR1, NADPH fluorescence consumption, selenite substrate; Potency, µM (highest dose often 114 µM), for the others: top-dose activity change, negative = inhibition, most hits filed as inhibitors; 390,000 tested, 1% active; further: potency means the concentration at half of the fitted maximal effect; on the % scale 0 is the no-effect control and ±100 the full control effect; nearly all actives have a fitted effect of over 65% in size
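Rat TrxR1 (90 nM in the dispensed reagent) was pre-reduced with 400 uM NADPH for 5 min at room temperature, then incubated with compound for 15 min. After 400 uM selenite was added, NADPH fluorescence (Ex 340/Em 450 nm) was followed for 8 min.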
TrxR1 substrate: rat thioredoxin reductase 1 substrate activity | 390,000 tested, 0.01% active | O89049 | purified TrxR1 substrate turnover, NADPH consumption readout | Potency, µM (titrated, usually from 114 µM), inactives show at the highest dose activity change, negative = substrate turnover; further: potency means the concentration at half of the fitted maximal effect; on the % scale 0 is the no-effect control and ±100 the full control effect; nearly all actives have a fitted effect of over 50% in size
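Rat TrxR1, dispensed at 90 nM, was prereduced with 400 uM NADPH (final) for 5 min at ~22 deg C, then incubated with compound 15 min before 400 uM selenite. A first-read NADPH fluorescence drop versus no-compound background flagged substrates.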
Tb PGK inh: T. brucei PGK inhibition. 380,000 tested, 0.043% active. PGK/GAPDH coupled, Kinase-Glo luminescence, 60 min. Potency, µM (titrated, usually from 57.5 µM), without a hit: at the highest dose activity change, negative = inhibition, most hits filed as inhibitors. AID 602233. P07378; further: potency means the concentration at half of the fitted maximal effect; on the % scale 0 is the no-effect control and ±100 the full control effect; nearly all actives have a fitted effect of over 60% in size
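Recombinant glycosomal PGK reaction used 1,3-bisphosphoglycerate generated in-well by GAPDH (100nM final) in 100mM TEA pH 7.6, 5mM MgCl2, 0.01% Tween-20. After 60 minutes at room temperature, ATP was read by Kinase-Glo Plus luminescence end-point.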
IDH1 R132H inh: blocks human mutant IDH1 R132H enzyme | O75874 | IDH1-R132H enzyme, NADPH consumption, diaphorase/resazurin fluorescence | Potency, µM (series often up to 76.6 µM), for the others: at the top dose activity change, negative = inhibition, usual class: inhibitors | 390,000 tested, 0.093% active | AID 602179; further: potency means the concentration at half of the fitted maximal effect; on the % scale 0 is the no-effect control and ±100 the full control effect; nearly all actives have a fitted effect of over 65% in size
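IDH1-R132H (0.5 ug/mL dispensed) in pH 7.5 Tris buffer was preincubated 30 min with compound, then given a substrate mix of 0.016 mM NADPH and 2 mM alpha-KG for 80 min at room temperature; remaining NADPH was read by diaphorase/resazurin fluorescence.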
USP1-UAF1 inh: USP1/UAF1 (human) deubiquitinase inhibition. recombinant USP1/UAF1, Ub-Rhodamine cleavage fluorescence. Potency, µM (highest dose often 57.1 µM), without a hit: top-dose activity change, negative = inhibition, most hits filed as inhibitors. 390,000 tested, 0.23% active. AID 743255; further: potency means the concentration at half of the fitted maximal effect; on the % scale 0 is the no-effect control and ±100 the full control effect; nearly all actives have a fitted effect of over 60% in size; inactives centre near -12
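High-throughput fluorogenic screen: 1nM USP1/UAF1 complex, Ub-Rho substrate 150nM final, 50mM HEPES pH 7.8 with 0.5mM EDTA, 0.1 mg/ml BSA, 1mM TCEP and 0.01% Tween-20.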
* = called active by the depositor; i = inactive; ? = inconclusive; nt = not tested or not shown; & = joins results of further samples; [ ] = dose if it differs, or a comment. Unless noted, the call rests on the fitted dose curve; in most records, active means well fitted curve in the direction sought with a large enough effect; inconclusive means small, poorly fitted or top-dose-only effect, or another doubt; inactive means no such curve, though single readings can be large; an effect the other way counts as inactive or inconclusive. An excerpt; the hit share may differ from the screen's.

The first 2 compounds, ahead of the listing:
SMILES	GLS inh	PI4K2A block	Pin1 inhibitor	HP1b binding inh	TrxR1 inh	TrxR1 substrate	Tb PGK inh	IDH1 R132H inh	USP1-UAF1 inh
COc1ccc(C(=O)NC2=Nc3ccccc3N=C(C)C2c2ccccc2)cc1 (centres undefined)	-11%	-2	13%	-4%	15%[57.1 µM]	0%[57.1 µM]	-8%	-8%	-14%
N#Cc1ccccc1NC(=O)COC(=O)c1ccc(S(=O)(=O)N2CCCC2)cc1	7%	8	7%	26%	-6%	-9%	9%	0%	-4%

All compounds of this part (from the top)
SMILES	GLS inh	PI4K2A block	Pin1 inhibitor	HP1b binding inh	TrxR1 inh	TrxR1 substrate	Tb PGK inh	IDH1 R132H inh	USP1-UAF1 inh
COc1ccc(C(=O)NC2=Nc3ccccc3N=C(C)C2c2ccccc2)cc1 (centres undefined)	-11%	-2	13%	-4%	15%[57.1 µM]	0%[57.1 µM]	-8%	-8%	-14%
N#Cc1ccccc1NC(=O)COC(=O)c1ccc(S(=O)(=O)N2CCCC2)cc1	7%	8	7%	26%	-6%	-9%	9%	0%	-4%
CC(C)(C)OC(=O)C[C@H]1C/C=C\C[C@@H](CC(=O)N(CCO)Cc2ccccc2)C(=O)N[C@H](Cc2c[nH]c3ccccc23)COC1=O	6%	-2	-3%	26%	18%	6%[57.1 µM]	-1%	2%	-29%
COc1ccc(-c2sc3ccc(N4CCOCC4)cc3c2C#CC(C)(C)O)cc1	3%	-5	-5%	27%	2%	8%	6%	-13%	?
Cc1ccc(-c2cc(C(=O)NCCCn3ccnc3)no2)cc1	4%	0	1%	5%	15%	4%	nt	7%	-14%
C=CCNC(=O)c1cccc(Br)c1	-14%	2	0%	19%	5%	-1%	-9%	-5%	-8%
O=C(Oc1ccc(NC2=NS(=O)(=O)c3ccccc32)cc1)c1cccnc1	-2%	4	3%	36%	12%[57.1 µM]	3%[57.1 µM]	-7%	-6%	-28%
NS(=O)(=O)c1ccc(N2CCOCC2)c(C(=O)NCc2cccs2)c1	4%	5	5%	13%	6%	6%[11.4 µM]	0%	10%	7%
O=C(CNC(=O)c1ccccc1)OCC(=O)c1cccc2ccccc12	nt	nt	5%	15%[57 µM]	6%[0.0914 µM]	-1%	nt	nt	nt
COc1cc(CCCN2CCNC[C@@H]2Cc2ccc(O)cc2)cc(OC)c1OC	28%	-1	4%	28%	5%[57.1 µM]	1%[57.1 µM]	-8%	-8%	-8%
O=C(CN1CCN(Cc2ccc(Cl)cc2)CC1)N/N=C/c1ccncc1	2%	-5	2%	40%[activator]	-6%	-1%	0%	0%	4%
CC(C(=O)NN)c1ccc([N+](=O)[O-])cc1 (centres undefined)	23%	-2	-13%	31%	11%	-4%	1%	-7%	-4%
CCOc1ccc(C(=O)CCC(=O)NCC(=O)OCc2ccccc2)cc1OCC	-6%	-4	57%[activator]	8%	-7%	-9%	-6%	-4%	-14%
Cc1onc(C(=O)Nc2ccc3c(c2)OCO3)c1[N+](=O)[O-]	-12%	-6	-6%	20%	-17%	-7%	i	1%	-24%
O=C(NNc1cccc([N+](=O)[O-])c1)/C(=C\c1cccnc1)NC(=O)c1ccccc1	-4%	1	-4%	24%	-1%	-5%	-11%	0%	-14%
Cc1cc2cc(CNC(=O)Nc3ccc(Cl)c(Cl)c3)ccc2n1C	-8%	-5	1%	7%	21%[57.1 µM]	2%[57.1 µM]	i	-3%	-16%
CCc1ccc(C2=NNC(=Nc3c(C)n(C)n(-c4ccccc4)c3=O)SC2)cc1	11%	-3	0%	-15%	21%[57.1 µM]	-7%[57.1 µM]	3%	1%	-8%
CSc1ccc(CCNC(=O)CCc2c(C)nc3ncnn3c2C)cc1	1%	2	1%	33%	30%	3%	-9%	-2%	-20%
CC1CCCN(C(=O)C2CCN(S(=O)(=O)c3ccccc3)CC2)C1 (centres undefined)	17%	1	-3%	28%	-11%	-11%	1%	2%	-8%
CCn1cc(C(=O)NCCCN2CC(C)CC(C)C2)c(=O)c2cc(S(=O)(=O)N(C)C3CCCCC3)ccc21 (centres undefined)	4%	1	-3%	3%[57 µM]	16%	-2%	4%	-2%	0%
c1ccc(-n2nnc3ccccc32)nc1	-5%	1	3%	54%[activator]	10%	4%	-1%	1%	-14%
CC1C(=O)N2CCCc3cc(NC(=O)C(=O)NCCc4ccc(F)cc4)cc1c32 (centres undefined)	5%	1	-4%	8%	12%[57.1 µM]	4%[57.1 µM]	-1%	1%	-12%
Cc1ccc(CC2CC(=O)N(c3cc(C)ccc3C)C2=O)cc1 (centres undefined)	-4%	-2	-1%	26%	11%	2%	-8%	4%	-8%
CCc1nnc(NC(=O)/C=C/c2cccs2)s1	-17%	-4	-2%	32%	6%[57.1 µM]	-8%[57.1 µM]	i	1%	-12%
COc1ccc(C(=O)COC(=O)CCN2C(=O)C3C4CCC(C4)C3C2=O)cc1 (centres undefined)	-18%	-13	-2%	-5%	25%[57.1 µM]	6%[57.1 µM]	-9%	4%	-3%
Following part:
SMILES	GLS inh	PI4K2A block	Pin1 inhibitor	HP1b binding inh	TrxR1 inh	TrxR1 substrate	Tb PGK inh	IDH1 R132H inh	USP1-UAF1 inh
O=C(C1=C(O)C(=O)N(CCN2CCOCC2)C1c1cccc([N+](=O)[O-])c1)c1cc2ccccc2o1 (centres undefined)	-1%	2	nt	nt	nt	nt	-2%	5%	-23%
COc1ccc(-c2cc(C(F)(F)F)nc(SCCC(=O)N3CCOCC3)n2)cc1	7%	-2	2%	33%	13%	12%	10%	1%	8%
Cn1c2ccc(F)cc2c2nnc(NN)nc21	?	3	0%	16%	5%[11.4 µM]	5%[11.4 µM]	-9%	2%	-15%
Cc1nccn1CC(O)Cn1c2ccccc2c2ccccc21 (centres undefined)	-2%	-13	-12%	10%	10%	2%	i	1%	-2%
CC12CC3CC(C)(C1)CC(C(=O)NCc1ccncc1)(C3)C2	-8%	8	-1%	35%	15%[11.4 µM]	3%	-5%	10%	-5%
CC(C)OC(=O)/C(C#N)=C/c1c[nH]c2ccccc12	-13%	5	-10%	16%	-25%	-13%	i	7%	-8%
Cc1cc(C)n2nc(S(=O)(=O)NCCc3ccccc3)nc2n1	0%	-2	7%	54%[activator]	15%[57.1 µM]	10%[57.1 µM]	0%	-15%	-1%
O=C(COC(=O)c1cccc([N+](=O)[O-])c1)NNC(=O)c1cccs1	9%	5	9%	27%	13%	4%	-4%	1%	-9%
Nc1nc(Cl)nc2c1ncn2C1CC(O)C(CO)O1 (centres undefined)	8%&0%	-4	-3%	18%	40%	8%	-2%	-2%	14%
COc1ccccc1-c1nn2c(=O)cc(CN3CCN(C(=O)Nc4ccc(C)cc4Cl)CC3)nc2s1	3%	12	-1%	25%[57 µM]	15%[57.1 µM]	3%[57.1 µM]	-8%	6%	-32%
CCc1ccc(C(=O)COC(=O)C(NC(=O)C2CCC(C)CC2)C(C)C)cc1 (centres undefined)	3%	1	4%	41%[activator]	10%	0%	i	-4%	-21%
Cc1ccc2nc(SCCCCOc3ccccc3)[nH]c2c1	-29%	-1	1%	83%	9%[57.1 µM]	4%[57.1 µM]	-7%	0%	-9%
COc1ccc(-c2coc3c(CN4CCCCC4C)c(O)ccc3c2=O)cc1 (centres undefined)	-3%	-1	3%	47%[activator]	12%	132%[activator]	nt	-4%	-12%
C=CCN(c1ccccc1)S(=O)(=O)c1cccc2cccnc12	-5%	-6	-2%	45%[activator]	-2%	-1%	-2%	4%	-22%
CCCCN(CCCC)C(=O)CN(C)S(=O)(=O)c1ccc2c(c1)c(=O)n(C)c(=O)n2C	1%	-1	-6%	30%	1%	1%	-1%	9%	-7%
CN(CC(=O)Nc1ccc(F)c(F)c1F)C(=O)Cn1cnc2c1c(=O)n(C)c(=O)n2C	22%	0	-9%	30%	-7%	-13%	6%	-2%	5%
CCOc1ccc(NC(=O)NCc2ccco2)cc1	18%	-4	-9%	24%	1%	-3%	-3%	-8%	-16%
O=C(CCC1CCCCC1)NNC(=O)c1cnccn1	9%	-2	-3%	22%	-4%	-4%	i	2%	-22%
O=C(C1CCC(CNc2c(N3CCCCC3)c(=O)c2=O)CC1)N1CCCCC1 (centres undefined)	18%	1	-4%	37%	-5%	-3%	-8%	6%	-27%
Cc1c(C(=O)N2CCCCC2)c(S(=O)(=O)N(C)Cc2ccco2)c(C)n1C	-1%	1	-3%	27%	20%	4%	-3%	-8%	-16%
CCCc1cc(=O)oc2c(CN3CCOCC3)c(O)ccc12	22%	5	1%	12%	?	135%[activator][11.4 µM]	-1%	1%	-18%
COc1ccccc1COC(=O)c1cccc(S(=O)(=O)N2CCCC2)c1	-7%	8	14%	106%[activator]	19%	0%	i	4%	-15%
N#C/C(=C\c1ccco1)C(=O)Nn1cnnc1	15%	-7	?	45%[activator]	-14%[57.1 µM]	-15%[57.1 µM]	-4%	1%	-7%
CC12CN3CCN(CC(C3)C1(O)CN1CCCCC1)C2 (centres undefined)	16%	-1	1%	15%	23%[57.1 µM]	11%[57.1 µM]	2%	0%	-16%
Cn1nnc2c(NCc3ccccc3)ncnc21	-1%	-8	11%	16%	9%[57.1 µM]	2%[57.1 µM]	-8%	-6%	7%
